High-throughput results deposited in PubChem by National Center for Advancing Translational Sciences (NCATS).
ERG Ets-DNA blk = ERG Ets/DNA interaction inhibition | P11308 | Potency, µM (highest dose often 76.9 µM), without a hit: at the top dose FP activity, negative = inhibition, hits mostly inhibitors | fluorescence polarization, His-ERG Ets domain / labelled DNA | 370,000 tested, 0.028% active | AID 624246; active means well fitted inhibition curve with a large enough effect in the polarisation, with a control signal flat; inconclusive means small, poorly fitted or top-dose-only effect, or effect the other way, or a change in a side signal; inactive means no such curve, though single readings can be large or run the other way; the % refers to the polarisation;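 further: polarization taken with two DNA probes labelled with fluorescein and Texas red; potency means the concentration at half of the fitted maximal effect; % of control where 0% means no effect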
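His-tagged ERG Ets domain (1 uM in the protein solution; 300mM KCl, 50mM Tris-HCl, 1mM EDTA, 1mM DTT, pH 7.5) received compound, then a probe mix of 5 nM fluorescein-DNA and 100nM Texas-615-DNA. Fluorescence polarization was read for both dyes.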
POLB inh = blocks human DNA polymerase beta activity. P06746. Pol beta primer extension/strand displacement, fluorescence kinetic. AID 485314. 340,000 tested, 1.3% active. Potency, µM (series often up to 114 µM), inactives show top-dose activity change, negative = inhibition, actives largely listed as inhibitors; further: potency means the concentration at half of the fitted maximal effect; on the % scale 0 is the no-effect control and ±100 the full control effect
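10 nM enzyme + cpd, 15 min RT; start with substrate 50 nM final; read 0 min and after 10 min RT. Corrected, normalized data; 4-parameter Hill curve fit.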
Apoferritin bind = candidate novel general anesthetic via apoferritin binding | 350,000 tested, 0.074% active | apoferritin/1-aminoanthracene competitive binding, fluorescence | P02791 | Potency, µM (series often up to 77.5 µM), for the others: at the top dose activity change, negative = displacement, most hits filed as inhibitors; further: potency means the concentration at half of the fitted maximal effect; on the % scale 0 is the no-effect control and ±100 the full control effect; nearly all actives have a fitted effect of over 20% in size
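Apoferritin-based anesthetic binding model; compound displacement of fluorescent 1-AMA measured as endpoint fluorescence after 10 minutes at room temperature, scaled to free-ligand and complex controls.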
ALOX12 inh = blocks human arachidonate 12S-lipoxygenase; 580,000 tested, 1.1% active; P18054; AID 1671190; Potency, µM (titrated, usually from 108 µM), inactives show at the top dose activity change, negative = inhibition, hits mostly inhibitors; purified 12hLO, xylenol orange hydroperoxide absorbance; further: potency means the concentration at half of the fitted maximal effect; on the % scale 0 is the no-effect control and ±100 the full control effect
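Hydroperoxide product was detected by ferrous iron/xylenol orange as the 573 to 405 nm absorbance ratio. Arachidonic acid at 40 uM (final) was turned over for 30 min at room temperature by 150 nM human 12hLO, pH 7.0 Hepes buffer, after 15 min compound preincubation.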
RGS4 inh = human RGS4 inhibition | P49798 | Transcreener GDP fluorescence polarization, RGS4-accelerated GTP hydrolysis | Potency, µM (doses to about 114 µM), inactives show top-dose activity change, negative = inhibition, actives largely listed as inhibitors | 390,000 tested, 0.039% active | AID 504845; further: potency means the concentration at half of the fitted maximal effect; on the % scale 0 is the no-effect control and ±100 the full control effect; nearly all actives have a fitted effect of over 75% in size; some results filed as inactive show a strong effect at the top dose
Target sequence (P49798 whole entry, looked up): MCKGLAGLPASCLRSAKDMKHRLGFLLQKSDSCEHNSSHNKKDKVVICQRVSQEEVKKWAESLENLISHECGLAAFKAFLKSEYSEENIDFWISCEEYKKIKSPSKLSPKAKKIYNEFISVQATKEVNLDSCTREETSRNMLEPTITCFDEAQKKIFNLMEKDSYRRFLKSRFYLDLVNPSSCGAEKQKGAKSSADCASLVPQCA
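MLSMR compounds (23 nl, pin-transferred) preincubated 10 min at room temperature with a 500nM (2x) first reagent, then RGS4 at 900nM (2x) plus Transcreener GDP mix added; fluorescence polarization (620/688 nm) read before and after 90 min at 30 °C.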
POLH inh = inhibitors of human DNA polymerase eta. Potency, µM (titrated, usually from 114 µM), for the others: top-dose activity change, negative = inhibition, actives largely listed as inhibitors. 390,000 tested, 1.2% active. AID 588591. recombinant Pol eta, fluorescent DNA replication assay. Q9Y253; further: potency means the concentration at half of the fitted maximal effect; on the % scale 0 is the no-effect control and ±100 the full control effect
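Fluorescent replication assay: 50 nM final substrate added after a 15 min room-temperature compound preincubation with 10 nM enzyme. Signal taken at 0 min and again at 10 min.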
LDHA block = LDHA (human) enzyme inhibition | purified LDHA, NADH/diaphorase-resazurin fluorescence; hits give low values | activity change, % (values are at about 110 or 230 µM) | 480,000 tested, 0.15% active | P00338; in the data active means activity change below about -30%; inconclusive means mostly about -25% to -30%;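 further: plate controls were DMSO wells for no effect and wells without enzyme for full effect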
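Human LDH5 at 2 nM final in Tris HCl pH 7.4 with 0.06 mM NADH and 0.2 mM pyruvate, reacted 5 minutes at room temperature. Remaining NADH coupled via diaphorase/resazurin; resorufin fluorescence read at 0 and 20 minutes, normalized to enzyme-free and DMSO wells.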
POLK inh = inhibitors of human DNA polymerase kappa. Q9UBT6. purified Pol kappa, fluorescent DNA synthesis assay, 10 min. Potency, µM (series often up to 107 µM), without a hit: at the highest dose activity, negative = inhibition, actives largely listed as inhibitors. 400,000 tested, 0.53% active; further: potency means the concentration at half of the fitted maximal effect; on the % scale 0 is the no-effect control and ±100 the full control effect
Target sequence (Q9UBT6 whole entry, looked up): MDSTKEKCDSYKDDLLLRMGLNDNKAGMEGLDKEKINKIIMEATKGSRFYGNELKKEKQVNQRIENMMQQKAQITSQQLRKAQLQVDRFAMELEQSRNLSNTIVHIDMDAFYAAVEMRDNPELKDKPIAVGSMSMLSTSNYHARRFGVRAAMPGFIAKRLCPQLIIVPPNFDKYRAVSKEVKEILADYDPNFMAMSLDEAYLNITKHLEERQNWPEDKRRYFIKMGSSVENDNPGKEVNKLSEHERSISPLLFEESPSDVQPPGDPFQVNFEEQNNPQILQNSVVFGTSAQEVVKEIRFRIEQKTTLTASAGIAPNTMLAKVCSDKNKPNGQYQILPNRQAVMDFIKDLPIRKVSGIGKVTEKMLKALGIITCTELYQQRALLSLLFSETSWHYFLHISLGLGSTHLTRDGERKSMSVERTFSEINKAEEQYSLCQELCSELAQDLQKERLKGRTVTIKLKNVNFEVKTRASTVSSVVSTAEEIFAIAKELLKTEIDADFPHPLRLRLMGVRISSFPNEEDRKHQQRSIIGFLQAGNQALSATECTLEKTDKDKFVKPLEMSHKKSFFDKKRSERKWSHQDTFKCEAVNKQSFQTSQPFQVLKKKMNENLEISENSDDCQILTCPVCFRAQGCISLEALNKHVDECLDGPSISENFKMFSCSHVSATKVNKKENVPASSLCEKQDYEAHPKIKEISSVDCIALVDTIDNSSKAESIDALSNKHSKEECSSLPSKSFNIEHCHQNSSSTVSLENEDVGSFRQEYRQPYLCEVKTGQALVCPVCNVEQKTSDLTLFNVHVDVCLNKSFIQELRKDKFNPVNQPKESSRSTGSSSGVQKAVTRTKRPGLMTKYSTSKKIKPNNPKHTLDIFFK
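Pol kappa 10 nM + cpd, 15 min RT; start w/ substrate 50 nM final; fluorescence kinetic read, 0 and 10 min. Neg ctrl: buffer, no enzyme.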
APEX1 inh = blocks human APE1 abasic DNA cleavage; 350,000 tested, 0.35% active; Potency, µM (highest dose often 65.8 µM), inactives show top-dose activity change, negative = inhibition, hits mostly inhibitors; P27695; recombinant APE1, TAMRA/BHQ-2 abasic DNA cleavage fluorescence;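 further: potency means the concentration at half of the fitted maximal effect; plate controls were vehicle for no effect and reference inhibitor for full effect; nearly all actives have a fitted effect of over 55% in size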
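Step 1: APE1 (0.75 nM) with compound, 15 min RT. Step 2: add 50 nM fluorophore/quencher THF duplex. Step 3: three fluorescence reads 60 s apart (525/598 nm); read 3 minus read 1 = reaction progress.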
An asterisk follows results filed as active; ? = inconclusive; · = not tested or not shown; [ ] = remark or other dose. Unless noted, the call rests on the fitted dose curve; in most records, active means well fitted curve in the direction sought with a large enough effect; inconclusive means small, poorly fitted or top-dose-only effect, or another doubt; inactive means no such curve, though single readings can be large; an effect the other way counts as inactive or inconclusive.

Molecule | ERG Ets-DNA blk | POLB inh | Apoferritin bind | ALOX12 inh | RGS4 inh | POLH inh | LDHA block | POLK inh | APEX1 inh
COc1ccc(OC)c(NC(=O)CSc2nnc(C3CCCCC3)o2)c1 | -11% | 2% | -17% | 0% | -22% | -1% | -5 | 0% | -6%
CCOc1ccc(CN(CCO)CCO)cc1C(=O)OC | 0% | 3% | -5% | 0% | 32% | -1% | 0 | -12% | 1%
O=C(NCCC1=CCCCC1)C1CCCN(S(=O)(=O)c2cccnc2)C1 (centres undefined) | -2% | 32% | -3% | 434%[activator] | 5% | -6% | -5 | -4% | 2%
O=S1(=O)C[C@H]2NC(=S)N(c3ccccc3)[C@H]2C1 | 1% | 18% | 5% | 0% | 9% | -14% | -3 | -8%[60.1 µM] | 5%
CC1CCCC(NC(=S)Nc2ccc(SC(F)F)cc2)C1C (centres undefined) | 3% | 0% | 5% | ? | 1%[11.4 µM] | ? | -1 | -18% | -6%
COC(=O)c1sc(NC(=O)c2c(F)cccc2F)c(C#N)c1C | 1% | -4% | -8% | -2% | -12% | -14% | -1 | -12% | 1%
O=C(CC1S/C(=N/N=C/C=C/c2ccccc2)NC1=O)Nc1ccc(C(=O)O)cc1 (centres undefined) | -4% | 0% | -4% | -7% | -9% | -6% | 2 | -13% | -8%
NC(=O)c1oc2ccccc2c1NC(=O)c1ccccc1 | -4% | 1% | -5% | -7% | 26% | 2% | -5 | -13% | -2%
Cc1ccc2nc(N3CCC(C(=O)O)CC3)nc(-c3ccccc3)c2c1 | -5% | 7% | 227%[activator] | ? | -9% | -5% | 3 | 6% | 2%
COc1ccc(CN2C(=O)c3cccnc3C2=O)cc1S(=O)(=O)N(C)c1cccc(C)c1 | 0% | 39% | -19% | 1% | -28%[56.9 µM] | -17% | -1 | -15% | 6%
COc1cc(/C=C2/C(=N)N3N=C(CC(=O)N4CCOCC4)SC3=NC2=O)ccc1OCc1ccccc1F | 3% | -16% | -16% | · | -4%[11.4 µM] | ? | -2 | ? | -16%
CCCOc1ccccc1N1C(=O)CC(N(O)c2ccccc2)C1=O (centres undefined) | 5% | 4% | -7% | -22% | -13% | -6% | 0 | -10% | 3%
CCOC(=O)N1CCC(NC(=O)c2cc3sccc3n2CC)CC1 | 3% | 38% | -14% | 4% | 26% | 2% | -4 | -10% | -5%
O=C(Nc1cccc(NC(=O)c2ccco2)c1)c1ccc2c(c1)OCCO2 | 4% | 1% | ? | -5% | 25% | 6% | -5 | -11% | -1%
Cc1csc(NC(=O)CSc2nnc(Cc3cccn3C)n2-c2ccc(F)cc2)n1 | 3% | -3% | -17% | -5%[57.4 µM] | -29% | -18% | -2 | 5% | -10%
CCN(CCNC(=O)C1CCN(S(=O)(=O)c2c(C)noc2C)CC1)c1ccccc1 | -11% | ? | -2% | -10% | 5% | 5% | -5 | -9% | ?
COc1cc(NC(=O)c2ccco2)ccc1NC(=O)c1ccccc1Cl | -3% | 3% | -15% | 16% | 20% | -15% | 0 | -1% | -5%
Cc1cc(SCCC(=O)O)nc2c(C)cccc12 | 5% | 10% | -12% | 0% | -32% | -7% | -2 | -3% | 1%
COc1cccc(-n2c(=O)c3sccc3n(Cc3cc(=O)n4cc(Cl)ccc4n3)c2=O)c1 | 2% | -2% | -1% | 0% | -1% | -11% | -9 | -20% | ·
c1ccc(-c2nccc(-c3ccco3)n2)nc1 | 8% | -12% | -5% | 2% | 17% | -8% | -6 | -3% | 0%
O=C(NN1CCOCC1)c1cccc2ccccc12 | 6% | 1% | 15% | 3% | ? | -22% | -4 | -3% | -6%
CCCc1c(C(=O)NNc2ccccc2OC)cnn1-c1ccccc1 | 6% | -10% | -9% | 0% | -31% | -9% | 9 | -2% | 14%
COc1ccc(NS(=O)(=O)c2cc(C(=O)N(C)CCc3ccccn3)ccc2Cl)cc1 | -2% | · | · | 54%[activator] | -1% | -7% | 3 | 10% | ·
CSC(=N/N=C(\N)c1cnccn1)SC | -6% | 3% | -2% | -18% | -11% | -12% | -6 | -15% | -5%
CC(C)(C)OC(=O)N1CCC(C(N)=O)CC1 | 2% | 4% | -14% | 17% | 4% | -10% | -5 | -13% | ?
Cc1cc(NC(=O)COc2ccc(C)c(C)c2)no1 | 1% | 39% | 26% | 12% | -5% | -3% | -9 | -7% | 52%
COc1cc(NC(=O)c2ccc3snnc3c2)cc(OC)c1 | -11% | -8% | -2% | 43%[activator] | 10% | -7% | -4 | -23% | -3%
Cc1noc(C)c1N=Nc1ccccc1C(=O)O | 0% | 27% | 2% | -5% | 2% | -9% | 0 | -7% | 6%
O=C(O)CC(NC(=O)c1ccco1)c1ccco1 (centres undefined) | 11% | 79µM* | -1% | -9% | 5% | ? | -3 | -10% | -20%
O=C(NNc1nc2cc3c(cc2s1)OCO3)c1cccc(F)c1 | 11% | 1% | -12% | 1%[57.4 µM] | -19% | -20% | 1 | -4% | 0%

Profiles, quoted from the list.
`Cc1ccc2nc(N3CCC(C(=O)O)CC3)nc(-c3ccccc3)c2c1` across the screens: ERG Ets-DNA blk: -5%; POLB inh: 7%; Apoferritin bind: 227%[activator]; ALOX12 inh: ?; RGS4 inh: -9%; POLH inh: -5%; LDHA block: 3; POLK inh: 6%; APEX1 inh: 2%
`CC1CCCC(NC(=S)Nc2ccc(SC(F)F)cc2)C1C` (centres undefined) across the screens: ERG Ets-DNA blk: 3%; POLB inh: 0%; Apoferritin bind: 5%; ALOX12 inh: ?; RGS4 inh: 1%[11.4 µM]; POLH inh: ?; LDHA block: -1; POLK inh: -18%; APEX1 inh: -6%
`Cc1noc(C)c1N=Nc1ccccc1C(=O)O` across the screens: ERG Ets-DNA blk: 0%; POLB inh: 27%; Apoferritin bind: 2%; ALOX12 inh: -5%; RGS4 inh: 2%; POLH inh: -9%; LDHA block: 0; POLK inh: -7%; APEX1 inh: 6%

Returning to the listing, starting 2 compounds before the break.
Molecule | ERG Ets-DNA blk | POLB inh | Apoferritin bind | ALOX12 inh | RGS4 inh | POLH inh | LDHA block | POLK inh | APEX1 inh
O=C(O)CC(NC(=O)c1ccco1)c1ccco1 (centres undefined) | 11% | 79µM* | -1% | -9% | 5% | ? | -3 | -10% | -20%
O=C(NNc1nc2cc3c(cc2s1)OCO3)c1cccc(F)c1 | 11% | 1% | -12% | 1%[57.4 µM] | -19% | -20% | 1 | -4% | 0%
NC(=O)c1nn2c(C(F)(F)F)cc(-c3ccccc3)nc2c1Br | 10% | -20% | -11% | 16% | -15% | ? | 0 | -11% | -19%
Cc1cc(NC(=O)C2CC2)n(-c2nc3ccccc3s2)n1 | -4% | 2% | -14% | 0% | -26% | 9% | -15 | -2% | -1%
COc1ccc(CCN=C(N)NS(=O)(=O)c2cc(F)ccc2F)cc1 | -5% | -9% | -7% | 0% | -12% | -17% | -16 | -1% | 32%
COc1ccc(/C=C(\NC(=O)c2ccc(Cl)cc2)C(=O)NCCCn2ccnc2)cc1OC | 12% | 34% | -1% | 0% | 10% | -15% | -1 | 12% | 5%
Cc1nn(CC(C)C(=O)N2CCN(S(=O)(=O)c3ccc(Cl)cc3)CC2)c(C)c1C (centres undefined) | -8% | 2% | -3% | 9% | 6% | -9% | -8 | 1% | 88%[activator]
COc1ccc(C)cc1NC(=O)c1cc(S(=O)(=O)N2CCCC2)cn1C | -1% | -22% | -9% | 13% | -7% | -13% | -19 | -9% | 10%
CC1CCCCN1C(=O)CSc1nnc2c(n1)[nH]c1ccc(F)cc12 (centres undefined) | 8% | 26% | 4% | 0% | -31% | -12% | 0 | -1% | 3%[12.4 µM]
Cc1ccccc1N1CC(C(=O)N2CC(C)OC(C)C2)CC1=O (centres undefined) | -4% | 2% | -1% | 15% | 9% | 0% | -13 | 3% | 20%
Cc1ccc(-n2nnnc2SCC(=O)N2c3ccccc3NC(=O)C2(C)C)cc1 | -12% | 2% | -22% | -9% | 13% | -5% | 0 | -6% | -2%
CC(NC(=O)c1ccco1)C12CC3CC(CC(C3)C1)C2 (centres undefined) | 13% | · | · | 11% | 3% | -14% | -2 | -23% | 4%
CCC(C(=O)NCc1cccc(Br)c1)n1nc(C)c2c(C)n(-c3ccccc3)nc2c1=O (centres undefined) | 1% | -7% | -11% | -13% | -9% | -19% | -3 | 1% | ·
Cc1nc2sc3c(c2c(=N)n1N)CC(C)(C)OC3 | -3% | 27% | -12% | 23% | 14% | -17% | -2 | 0% | -1%
Cc1ccc(OCC(=O)N2CCN(S(=O)(=O)c3ccc(Cl)s3)CC2)cc1C | 2% | · | · | 0% | -17% | -3% | -3 | -12% | 7%
CCOc1ccc(/C=N/n2c(COc3ccccc3)n[nH]c2=S)cc1OC | -2% | -3% | -6% | -3% | -34% | 3% | -5 | -6% | -10%
CCn1c(SC/C=C/c2ccccc2)nnc1-c1cnccn1 | 1% | -6% | -15% | 0% | 7% | -6% | -4 | -11% | 5%

An excerpt (hit frequency here may not be typical).
